TWEAK Fn14 block – inhibitors of TWEAK-Fn14 signaling, primary screen, luciferase reporter cells, uHTS; TWEAK-stimulated Fn14 reporter cells, luciferase luminescence, 8 h; inhibition, % at 10 µM; 360,000 tested, 2% active; in the data active = inhibition above about 50%
SRC3 inh – SRC3 coactivator transcriptional activity inhibitors, primary screen, cell-based, luminescence; 360,000 tested, 0.17% active; HEK293 GAL4-SRC3 luciferase reporter; inhibition, % at 3.6 µM;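 active = inhibition above a per-campaign cutoff, the mean of all compounds plus 3 SD, cut at about 60% in these data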;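 also: 0% = DMSO-treated cells and 100% = gossypol-treated cells at 36 µM; higher means less SRC3-driven luciferase light from the GAL4 reporter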
SRC1 inh – SRC1 coactivator transcriptional activity inhibitors, primary screen, cell-based, luminescence. Nuclear receptor coactivator 1 (Homo sapiens), Q15788. HEK293 GAL4-SRC1 luciferase reporter. inhibition, % at 3.6 µM. 360,000 tested, 0.12% active;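 active = inhibition above the campaign mean plus 3 SD, with each screening campaign given its own cutoff, cut at about 60% in these data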;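 also: 0% = DMSO treated cells and 100% = gossypol at 36 µM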
KKLEB tox – cytotoxicity in KKLEB CF airway cells, primary screen, cytotoxicity control for CF NF-kB inhibitor project, cell-based, uHTS, fluorescence assay plates. 360,000 tested, 0.36% active. activity change (cytotoxicity), % at 5 µM. KKLEB CF airway cells viability, ATPlite luminescence, overnight; active compounds read low; cells stimulated with P. aeruginosa culture filtrate. AID 602141, 2011;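 active = corrected activity change at or below -50% at 5 µM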
TRAIL sens C8 – viability loss with TRAIL in NB7+C8 cells, primary screen, TRAIL sensitizer project, cell-based, ATPlite luminescence. inhibition (viability loss, TRAIL sensitization), % at 10 µM. 360,000 tested, 1% active. AID 624354, 2012;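 active = compounds causing at least 50% loss of cell viability in the single-dose screen, relative to plate controls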
SRC2 inh – inhibition of GAL4-SRC2 driven luciferase reporter, primary screen, SRC2 inhibitor project, cell-based, luminescence; Nuclear receptor coactivator 2 (Homo sapiens), Q15596; AID 651957, 2012; 370,000 tested, 0.17% active; HEK293 GAL4-SRC2 luciferase reporter; inhibition, % at 9 µM;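 active = inhibition above the mean inhibition of all tested compounds plus 3 SD, set per campaign, cut at about 52% in these data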;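 also: 0% = DMSO treated cells and 100% = cells given Gossypol at 36 µM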
TROY signal inh – inhibitors of TROY-driven NF-kB signaling, primary screen, Q293 LMP1-TROYcd cells, NF-kB luciferase, uHTS; Q293 LMP1-TROYcd NF-kB luciferase reporter, 4 h; inhibition, % at 10 µM; 360,000 tested, 0.98% active; AID 1347056, 2019;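 active = compounds whose plate-normalised and pattern-corrected inhibition of the luciferase reporter signal at the single screening dose is 50% or more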
LMP1 NFkB inh – EBV LMP1-driven NF-kappaB luciferase reporter inhibitors, primary screen, cell-based, luminescence, single point; LMP1-induced NF-kappaB luciferase reporter cells; inhibition, % at 12.5 µM; 350,000 tested, 0.69% active; in the data active = inhibition above about 41%;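 also: 0% = neutral control wells and 100% = reference inhibitor control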
COUP-TFII inh – NR2F2 transcriptional activity inhibitors, primary screen, cell-based, luciferase reporter, HEK293T, luminescence. 370,000 tested, 0.7% active. COUP transcription factor 2 (Homo sapiens), P24468. inhibition, % at 8.6 µM. HEK293T NGFI-A luciferase reporter;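 active = inhibition above a per-plate cutoff, mean inhibition of test wells between control levels plus 3 SD, cut at about 38% in these data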;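 also: cells cotransfected with COUP-TFII expression vector driving the NGFI-A reporter; 0% = median of COUP-TF2 test wells and 100% = reporter-only cells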
NR5A2 inv ag – LRH-1 (NR5A2) inverse agonists, primary screen, cell-based, luminescence, HEK293T, StAR-luciferase reporter | Nuclear receptor subfamily 5 group A member 2 (Homo sapiens), O00482 | LRH-1 transfected, 24 h | inhibition, % at 3.6 µM | 360,000 tested, 0.13% active | AID 602396, 2012;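 active = inhibition above the mean inhibition of all tested compounds plus 3 SD, cut at about 73% in these data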;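 also: 0% = DMSO wells and 100% = reporter-only cells lacking LRH-1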
CF NFkB block – inhibitors of PAF-induced NF-kB signaling, primary screen, cell-based, GFP fluorescence, uHTS | KKLEB NF-kB-GFP reporter, GFP fluorescence overnight | inhibition, % at 5 µM | 360,000 tested, 0.86% active | AID 588850, 2011;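 active = at least 50% inhibition at 5 µM, scaled per plate between neutral and stimulator controls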;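 also: PAF is a Pseudomonas aeruginosa culture filtrate used as stimulus; plate controls were PAF-stimulated DMSO wells for no effect and unstimulated DMSO wells for full effect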
Numbers without * were called inactive; / = not tested or not shown.

SMILES	TWEAK Fn14 block	SRC3 inh	SRC1 inh	KKLEB tox	TRAIL sens C8	SRC2 inh	TROY signal inh	LMP1 NFkB inh	COUP-TFII inh	NR5A2 inv ag	CF NFkB block
CCCOc1ccc(OC(=O)Cc2ccc(OC)c(S(=O)(=O)N3CCOCC3)c2)cc1	2.6	9.4	3.4	-21.2	5.0	-22.2	-2.0	0.4	5.9	9.2	6.9
COCCNC(=S)N1CCN(c2nc3ccccc3s2)CC1	0.1	-12.8	-26.6	-5.2	-6.9	-22.8	-1.8	9.1	-7.8	-2.2	9.6
O=C(CSc1nnc(SCc2ccccc2)s1)N/N=C/c1c(Cl)cccc1Cl	3.1	3.5	-3.0	-4.5	-4.9	3.6	-33.9	12.6	1.7	-4.9	10.8
COCCOc1cc(N(CC(=O)N(C)C)S(=O)(=O)c2ccccc2)c(Cl)cc1Cl	-1.4	-18.1	7.2	2.0	-2.7	-21.7	5.5	8.4	-3.3	15.2	-0.8
CCC(=O)NC(C)c1cc(Cl)c2cccnc2c1O (configuration not stated)	14.0	12.3	9.9	-7.9	0.3	-6.0	2.3	11.2	-0.9	4.4	33.3
COC(=O)c1cc(OC)c(OC)cc1NC(=O)Cc1ccccc1[N+](=O)[O-]	-17.9	13.2	2.6	2.1	-2.2	5.7	-18.4	-11.9	-4.5	30.1	18.2
CCOC(=O)CNC(=O)CSc1nc(-c2ccccc2)ns1	9.3	17.5	-0.9	-0.2	4.9	-7.3	-18.2	-0.3	-28.1	-0.5	1.4
COc1ccc(/C=C/C(=O)OCC(=O)c2ccccc2F)cc1	-24.7	-22.0	-28.8	1.1	1.5	-34.0	-62.0	-0.6	-15.3	-30.5	-7.4
Cc1cn([C@H]2C[C@H](O)[C@@H](/C=C/C(=O)NCc3ccccc3)O2)c(=O)[nH]c1=O	0.5	17.9	-7.4	-4.3	-7.3	11.3	5.7	/	-13.4	-17.3	-6.0
COC(=O)C(CCCN1C(=O)c2ccccc2C1=O)(NC(C)=O)c1nn[nH]n1 (configuration not stated)	-10.5	-0.8	-0.2	-18.4	3.1	2.3	-1.3	5.3	-7.0	-18.1	22.5
Cc1cc(C)nc(NS(=O)(=O)c2ccc(NC(=O)c3ccccc3Br)cc2)n1	-9.4	1.1	-3.2	13.8	-17.2	19.0	-11.9	-3.5	-4.1	-14.4	-0.7
CC1(C)Cc2ccccc2-c2nc3n(c(=O)c21)CCS3	-2.0	5.3	-2.0	-12.1	1.0	-19.7	1.5	0.7	1.1	10.8	9.5
COc1ccc(Cc2cc(-c3ccc(F)cc3)n[nH]c2=O)cc1	-19.9	-26.8	-15.6	3.0	-13.0	3.8	-12.9	1.6	8.2	-15.4	0.6
CCOc1ccccc1N(CC(=O)Nc1ccc(OC)c(OC)c1)S(=O)(=O)c1ccccc1	14.2	-3.2	5.0	1.1	-3.0	-12.1	10.7	3.6	-3.9	-0.2	13.8
CN(C)CCCNS(=O)(=O)c1ccc(Oc2ncc(C(F)(F)F)cc2Cl)cc1	15.9	-2.6	-46.5	-11.3	-6.3	14.1	-6.9	2.0	4.1	-4.7	0.9
CN(/N=C/c1ccc(Cl)cc1Cl)c1ncc(Cl)cc1C(F)(F)F	9.1	16.3	15.0	12.6	13.1	0.8	-28.6	-6.7	-18.3	4.1	3.3
O=C(NCc1ccccc1)OC1CC2CC1[C@H]1CCCCN1C2=O (some centres not stated)	8.0	/	/	/	-9.1	-18.5	-5.3	/	-16.2	11.3	/
COc1ccc(OC)c(-c2cc(C3CCN(c4ncccc4[N+](=O)[O-])CC3)[nH]n2)c1	15.6	5.7	-1.8	-3.3	-6.4	17.4	14.5	-10.7	4.7	-11.0	11.6
COc1cc(OC)cc(-c2c(-c3cccs3)c3cc(-c4ccc5cc[nH]c5c4)ccc3n2C)c1	-5.1	-10.1	4.8	8.5	0.5	-7.5	1.8	-20.0	0.1	-14.2	20.0
CCOCC(=O)Nc1cc(C(=O)OC)ccc1C(=O)OC	4.0	3.8	-3.1	-2.2	-9.1	-34.3	14.1	-0.9	-7.5	14.6	-11.0
CCSc1nc2c(c(=O)[nH]1)C(C(C)C)C(C#N)=C(N)O2 (configuration not stated)	-18.4	15.9	6.6	-5.2	-14.5	-34.5	15.0	-2.7	17.0	0.2	-0.9
CCN(CC(=O)Nc1ccc2c(c1)OCCO2)C(=O)c1ccccc1Br	3.3	-43.2	-36.0	15.8	8.7	-8.3	-6.5	-12.3	-5.5	-20.4	-26.6
C/C(=N\O)C(C)(C)Nc1cccc(Br)c1	3.4	22.2	8.9	3.0	-5.3	2.3	-5.2	13.3	24.0	-8.4	8.1
COc1cc(OC)cc(-c2c(-c3cccs3)c3cc(-c4cnc(OC)nc4)ccc3n2C)c1	-0.5	-16.8	-8.0	-17.5	0.3	5.3	-11.3	-12.3	4.9	-4.0	16.4
CN(Cc1ccon1)Cc1cn(C)nc1-c1cccc(Cl)c1	2.4	12.6	-10.6	1.4	1.2	-24.3	20.9	4.8	16.1	15.4	5.9

Compound profiles, as listed above:
CCOc1ccccc1N(CC(=O)Nc1ccc(OC)c(OC)c1)S(=O)(=O)c1ccccc1 in the list: TWEAK Fn14 block: 14.2; SRC3 inh: -3.2; SRC1 inh: 5.0; KKLEB tox: 1.1; TRAIL sens C8: -3.0; SRC2 inh: -12.1; TROY signal inh: 10.7; LMP1 NFkB inh: 3.6; COUP-TFII inh: -3.9; NR5A2 inv ag: -0.2; CF NFkB block: 13.8
CN(C)CCCNS(=O)(=O)c1ccc(Oc2ncc(C(F)(F)F)cc2Cl)cc1 in the list: TWEAK Fn14 block: 15.9; SRC3 inh: -2.6; SRC1 inh: -46.5; KKLEB tox: -11.3; TRAIL sens C8: -6.3; SRC2 inh: 14.1; TROY signal inh: -6.9; LMP1 NFkB inh: 2.0; COUP-TFII inh: 4.1; NR5A2 inv ag: -4.7; CF NFkB block: 0.9

Later entries:
SMILES	TWEAK Fn14 block	SRC3 inh	SRC1 inh	KKLEB tox	TRAIL sens C8	SRC2 inh	TROY signal inh	LMP1 NFkB inh	COUP-TFII inh	NR5A2 inv ag	CF NFkB block
CCN(CC)CCCC(C)NC(=O)c1cc(=O)c2ccccc2o1 (configuration not stated)	-2.5	-6.3	8.0	-6.7	-16.2	19.4	12.2	-3.0	6.1	7.9	14.4
Cc1ccc(OCC(=O)Nc2ccc(Cl)cc2)c([N+](=O)[O-])n1	-29.9	-86.9	-87.2	13.2	-2.6	-54.0	-55.3	-36.8	-38.5	-120.1	-20.3
CCCc1c(C(=O)N/N=C/c2ccc(OCc3ccccc3)cc2)nnn1-c1nonc1N	-22.2	-23.9	-16.8	5.8	5.2	-36.9	-12.9	-3.4	-5.4	11.1	-22.2
FC(F)(F)c1cnc(Oc2cccc3ccccc23)c(Cl)c1	30.2	21.6	-28.6	-0.6	-0.2	-19.5	11.9	7.3	6.9	-22.5	5.8
CCC(O)(CC)C(=O)N/N=C/c1cc(Br)cc(Br)c1O	-15.8	28.7	6.4	5.5	-1.8	-13.9	16.4	5.5	22.7	12.7	36.2
C/C=C\C=C/C(=O)Nc1cccc(C2=NOC3(C2)C[C@H](C(N)=O)N(C(=O)CC)C3)c1 (some centres not stated)	-0.5	-21.2	-21.6	-6.9	0.1	-35.2	4.0	-2.1	4.0	-19.5	-2.5
COc1cccc(NC(=O)CN2C(=O)NC(C)(C3CC3)C2=O)c1 (configuration not stated)	-0.5	9.6	-13.4	7.9	-5.6	-5.4	0.8	-0.5	-10.7	3.9	-5.2
O=C(c1ccc(NS(=O)(=O)c2cccc(F)c2)cc1)N1CCCCC1	10.5	17.2	6.6	-10.2	-25.8	37.0	3.2	-3.5	4.0	-6.2	24.7
Cc1ccc(NC(=O)C2CCC2)cc1S(=O)(=O)N1CCCCCC1	14.1	8.3	-7.3	11.9	-19.0	-6.3	5.7	3.0	10.0	-5.2	-9.4
CCOC(=O)N1CCN(C(=O)c2ccc(S(=O)(=O)Nc3ccc(C)cc3)cc2)CC1	25.1	20.0	16.9	-1.3	2.7	-0.7	17.6	18.4	14.6	17.7	-1.1
O=C(Cc1coc2ccc3ccccc3c12)Nc1nccs1	3.0	6.8	-5.0	4.8	-6.7	2.4	-6.7	-2.6	14.3	18.8	-16.7
CCOC(=O)c1ccc(NC(=S)NN2CCN(C)CC2)cc1	-10.1	8.9	-6.7	7.5	-5.9	5.0	-17.9	8.9	-5.3	-9.3	6.5
COc1ccc(-c2csc(C(NC(C)=O)c3ccccc3)n2)cc1 (configuration not stated)	-15.5	-21.0	12.3	7.0	-1.0	7.2	-8.6	/	0.6	-2.1	-9.0
COC(=O)c1ccccc1S(=O)(=O)N1CCC(C(=O)OCC(=O)NCC(F)(F)F)CC1	21.9	11.4	-8.0	7.2	-6.1	6.0	-2.1	28.4	8.7	2.9	-15.7
Cc1c(S(=O)(=O)c2ccccn2)c(N)n(Cc2ccccc2Cl)c1C	-5.0	4.1	-4.3	4.0	0.5	-6.5	-1.3	4.4	-8.0	8.8	-1.4
CC(NC(=O)c1ccc(F)cc1Cl)C1CC2CCC1C2 (configuration not stated)	10.8	-10.5	-16.8	-5.2	-21.6	-39.6	-16.6	-12.4	5.7	-4.8	9.8
COc1cc(Br)c(C2CC(=O)Nc3cc(OC)c(OC)cc32)cc1OC (configuration not stated)	-30.1	-9.6	9.8	-6.7	-6.0	-18.4	29.5	-0.1	-6.9	-6.1	13.3
Cc1nnc(NS(=O)(=O)c2ccc(F)cc2)s1	8.3	-11.9	-8.3	9.3	6.1	-8.3	12.7	0.1	-1.6	-11.5	3.7
O=C(NC(Cc1ccccc1)C(=O)O)/C(=C\c1ccc(Br)cc1)NC(=O)c1ccc(Br)o1 (configuration not stated)	7.0	-9.8	-6.2	0.2	-20.3	-5.8	2.1	-2.2	4.7	-0.7	3.1
O=C1NC(=O)C(c2cn(-c3ccccc3)nc2-c2ccc(F)cc2)N1 (configuration not stated)	-3.8	9.0	-0.8	-3.7	4.5	6.2	12.4	9.0	4.2	-1.0	-2.6
CCc1nc(Nc2ccc3c(c2)OCCO3)c2oc3ccccc3c2n1	78.7*	2.0	-9.2	-7.7	21.5	2.8	46.4	9.0	30.2	-11.1	-18.0
O=C(O)/C=C/C(=O)c1ccc2c(c1)NC(=O)CO2	3.2	-9.1	-4.3	-32.2	-11.7	0.6	-15.0	1.3	12.9	-0.7	10.6
O=C(Nc1nc(-c2ccc3c(c2)OCCO3)cs1)c1ccc(S(=O)(=O)N2CCCCC2)cc1	32.1	36.2	22.0	-2.4	21.0	17.7	11.4	30.5	-3.8	5.5	8.0
O=C(COc1ccccc1)Nc1ccc2c(c1)C(=O)N(CC1CCCO1)C2=O (configuration not stated)	0.2	14.5	4.3	1.3	2.0	-2.7	-4.5	-5.3	-23.6	-10.6	5.9

Screening results (PubChem BioAssay)
